# Bioassay records (PubChem BioAssay)
# PLK1 PBD inh: inhibitors of human Plk1 polo box domain binding | P53350 | Plk1 PBD phosphopeptide binding, fluorescence polarization | inhibition, %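 (tested at about 20 µM)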 | 97,000 tested, 0.13% active | AID 693; in the data active = inhibition above about 34%, passing the limit was not always enough
# MT1-MMP txn act: activates MT1-MMP transcription; 86,000 tested, 0.16% active; activation factor at 10 µM; HT1080 MT1-MMP promoter luciferase reporter, luminescence, overnight; stronger effect = higher value;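 active = activation factor of at least 2 for MT1-MMP transcription at 10 µM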
# S1P2 agonist: S1P2 (human) receptor agonism; AID 729; 97,000 tested, 0.46% active; O95136; S1P2-expressing cell line, agonist reporter read-out; activation, % at 4.5 µM; in the data active = activation above about 16%;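 note: 0% = vehicle low control and 100% = maximal reference agonist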
# HIV Rev-RRE inh: HIV Rev-RRE protein-RNA interaction inhibition | P05866 | Rev peptide-RRE RNA binding, FRET | inhibition, % at 8 µM | 97,000 tested, 0.79% active;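 active = inhibition above the screen-wide mean plus 3 SD, cut at about 35% in these data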;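 note: 0% = median DMSO wells and 100% = median Neomycin B control wells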
# Target sequence (P05866 whole entry, looked up): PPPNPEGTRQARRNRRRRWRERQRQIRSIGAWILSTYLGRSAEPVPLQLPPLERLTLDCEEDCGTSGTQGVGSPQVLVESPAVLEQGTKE
#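 Test system – labelled RRE RNA duplex and labelled Rev peptide · Signal – fluorescein-to-Cy5 FRET, 480 nm excitation · Evaluation – % inhibition of FRET ratio versus controls · Benchmarks – DMSO low control, neomycin B high control · Incubation – 5 min RNA-compound premix plus 15 min binding step, 25 °C · Medium – HEPES pH 7.5 salt buffer with EDTA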
# PLAP activator: activates human placental alkaline phosphatase; AID 696; purified PLAP enzyme, luminescent substrate read-out; stronger effect = higher value; P05187; 96,000 tested, 1.2% active; activation fold at 20 µM; in the data active = activation fold above about 2
# FAK inh: blocks human focal adhesion kinase activity; Q05397; biochemical FAK kinase activity assay; inhibition, %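 (tested at 7 µM)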; 97,000 tested, 0.84% active; in the data active = inhibition above about 19%;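 note: 0% = DMSO and 100% = reference compound high control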
# EphB4 ephrin blk: antagonists of human EphB4-ephrin-B2 interaction | inhibition, % at 7 µM | 97,000 tested, 0.15% active | EphB4 LBD / TNYL-RAW-Alexa532 peptide, fluorescence polarization;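 active = inhibition above the screen-wide mean inhibition plus 3 SD, cut at about 15% in these data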;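 note: 0% = DMSO wells and 100% = excess unlabeled TNYL-RAW peptide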
# Target sequence (P54760 whole entry, looked up, the tested form may be a part): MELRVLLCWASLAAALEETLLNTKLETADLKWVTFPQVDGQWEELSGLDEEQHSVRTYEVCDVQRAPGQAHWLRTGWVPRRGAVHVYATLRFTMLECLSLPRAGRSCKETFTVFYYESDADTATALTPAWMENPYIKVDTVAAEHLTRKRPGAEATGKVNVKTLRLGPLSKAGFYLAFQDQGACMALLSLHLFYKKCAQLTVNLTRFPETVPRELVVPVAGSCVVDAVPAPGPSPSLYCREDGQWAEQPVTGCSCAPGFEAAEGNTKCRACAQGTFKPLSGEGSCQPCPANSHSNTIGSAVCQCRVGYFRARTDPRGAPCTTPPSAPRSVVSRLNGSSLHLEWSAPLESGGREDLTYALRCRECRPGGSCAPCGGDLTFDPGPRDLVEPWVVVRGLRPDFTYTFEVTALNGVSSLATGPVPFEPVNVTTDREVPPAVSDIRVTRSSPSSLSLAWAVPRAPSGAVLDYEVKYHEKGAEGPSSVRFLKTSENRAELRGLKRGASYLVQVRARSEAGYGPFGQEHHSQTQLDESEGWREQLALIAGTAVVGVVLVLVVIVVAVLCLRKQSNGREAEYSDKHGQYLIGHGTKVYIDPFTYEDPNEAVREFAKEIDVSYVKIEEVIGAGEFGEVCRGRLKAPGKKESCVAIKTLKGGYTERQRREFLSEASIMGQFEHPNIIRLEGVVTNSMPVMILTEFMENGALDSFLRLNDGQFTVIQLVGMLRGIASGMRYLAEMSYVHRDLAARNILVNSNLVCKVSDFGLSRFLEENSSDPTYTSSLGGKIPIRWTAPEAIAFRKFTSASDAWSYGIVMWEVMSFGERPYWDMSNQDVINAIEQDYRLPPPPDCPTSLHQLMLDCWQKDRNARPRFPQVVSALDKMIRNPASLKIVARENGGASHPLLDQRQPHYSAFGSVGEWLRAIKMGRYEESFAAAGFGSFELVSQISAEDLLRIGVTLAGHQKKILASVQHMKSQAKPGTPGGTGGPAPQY
# PLK1 inh: blocks human PLK1 kinase activity; 97,000 tested, 0.53% active; P53350; AID 619; inhibition, % at 10 µM; recombinant PLK1 kinase, TR-FRET peptide phosphorylation;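 active = inhibition of 50% or more in the single-concentration screen; inactive = inhibition below 50%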;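 note: 0% = DMSO max control and 100% = H-89 dihydrochloride min control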
# S1P2 antag: blocks the human S1P2 receptor. 97,000 tested, 0.21% active. cell-based S1P2 antagonist assay, inhibition at 5 uM. inhibition, % at 5 µM. O95136; in the data active = inhibition above about 45%;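 note: CRE beta-lactamase reporter cells expressing human S1P2 stimulated with S1P; 0% = agonist at EC80 alone and 100% = agonist plus reference antagonist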
# Starred values were filed as active, the others as inactive; . = not tested or not shown. Rows are unselected; 3.9% or so of the library scored in one or more.
no.	mol	PLAP activator	PLK1 inh	EphB4 ephrin blk	S1P2 agonist	FAK inh	PLK1 PBD inh	HIV Rev-RRE inh	S1P2 antag	MT1-MMP txn act
1	Cc1sc(NC(=O)CSc2nnc(CCNC(=O)c3cccs3)n2C)nc1-c1ccccc1	.	-7	10	-10	-5	-22	4	19	1.1
2	O=C1NC(=S)SC1=C1CCCCCC1	1.3	-6	-7	-5	-5	-11	3	13	1.1
3	Cc1ccc(N(CCCCN2C(=O)c3ccccc3C2=O)C(=O)c2cccc([N+](=O)[O-])c2)cc1	1.1	-7	-1	-2	-8	5	-3	-16	.
4	CC1CC(C)(C)N2C(=O)C3(Nc4ccccc4S3)c3cccc1c32 (stereo unspecified)	1.1	-8	-2	-3	5	11	0	-15	1.1
5	CCCc1nc2ccccc2c(=O)n1N	0.9	7	0	-3	-2	3	12	-8	1.1
6	O=C(Nc1ccc(F)cc1)N1CCN(c2ccc3nnc(-c4ccc(F)cc4)n3n2)CC1	1.5	-10	-2	-6	-8	0	8	5	.
7	O=S(=O)(c1ccc2c(c1)OCCO2)N1CCN(Cc2ccc3c(c2)OCO3)CC1	0.8	1	-5	-9	-10	11	6	13	1
8	Cn1c(CCN2CCCCC2)nc2cc(NS(=O)(=O)c3ccccc3)ccc21	1.1	-14	-2	0	-1	-36	6	-5	1
9	CC(C)Nc1oc(Cc2cccc3ccccc23)nc1C#N	1	-18	4	-15	2	-3	12	16	1.2
10	CCCCCC(=O)Nc1ccc(Cc2ccncc2)cc1	.	-12	0	-6	1	-26	6	0	1.2
11	O=S(=O)(c1cc(Cl)ccc1Cl)N1CCN(Cc2ccc3c(c2)OCO3)CC1	1.2	-7	5	-3	-6	-15	5	-1	1.1
12	CCCOc1ccccc1NC(=O)c1c(-c2ccccc2)noc1C	1	-11	4	-2	1	0	19	7	1.2
13	CCCCSc1nnc([C@H](CC(C)C)NC(=O)OC(C)(C)C)o1	1.4	-1	-10	-6	-5	-3	-2	-2	1
14	CN(C)c1ccnc(-n2cccc2/C=N/OCc2cccc(F)c2)c1C#N	0.8	-3	-4	-3	2	12	9	11	1.1
15	CCn1c(SCC(=O)Nc2cc(F)ccc2C)nnc1-c1ccccc1O	1.3	-1	2	-6	1	15	4	3	1
16	Cc1ccc(S(=O)(=O)N2CCN(c3ncnc4c3cnn4-c3ccccc3)CC2)cc1	1.1	-9	0	-4	2	-4	9	10	1.1
17	Cc1nc2sc(C(c3ccccc3)N3CCC(O)CC3)c(O)n2n1 (stereo unspecified)	1	-8	4	-8	-6	14	1	-8	1
18	COc1cc(OC)c(OC)cc1/C=N/NC(=O)c1cc(-c2cccn2C)n[nH]1	1.6	0	0	-4	3	1	1	-22	.
19	CCN1C(=O)c2ccc(C(=O)O)cc2C1=O	.	-6	5	0	-1	21	3	-7	1
20	CC(C)CN(C#N)c1nc(N2CCOCC2)nc(N2CCOCC2)n1	1.1	-1	12	-4	-7	20	-4	1	0.8

# Four consecutive entries already listed, quoted:
no.	mol	PLAP activator	PLK1 inh	EphB4 ephrin blk	S1P2 agonist	FAK inh	PLK1 PBD inh	HIV Rev-RRE inh	S1P2 antag	MT1-MMP txn act
1	Cc1sc(NC(=O)CSc2nnc(CCNC(=O)c3cccs3)n2C)nc1-c1ccccc1	.	-7	10	-10	-5	-22	4	19	1.1
2	O=C1NC(=S)SC1=C1CCCCCC1	1.3	-6	-7	-5	-5	-11	3	13	1.1
3	Cc1ccc(N(CCCCN2C(=O)c3ccccc3C2=O)C(=O)c2cccc([N+](=O)[O-])c2)cc1	1.1	-7	-1	-2	-8	5	-3	-16	.
4	CC1CC(C)(C)N2C(=O)C3(Nc4ccccc4S3)c3cccc1c32 (stereo unspecified)	1.1	-8	-2	-3	5	11	0	-15	1.1

# New compounds follow.
no.	mol	PLAP activator	PLK1 inh	EphB4 ephrin blk	S1P2 agonist	FAK inh	PLK1 PBD inh	HIV Rev-RRE inh	S1P2 antag	MT1-MMP txn act
21	O=C(Cn1nnc2c(cnn2-c2ccccc2)c1=O)N1CCN(c2ccccc2F)CC1	1.4	-10	7	-8	1	-13	6	-15	1.1
22	Cc1ccc(NC(=O)c2csnn2)c(C)c1	.	-17	0	-2	1	-7	6	-6	1.2
23	O=C(NC1CCCCC1)N1CCCCCC1	1	-9	-13	-4	4	0	7	-1	1
24	COc1ccc(S(=O)(=O)N2CCN(CC(=O)Nc3ccc(C)c(F)c3)CC2)cc1	1.6	-10	-3	-1	-2	-6	15	5	1.2
25	O=C(c1ccccc1)c1cccn1CC(=O)N1CCCCCC1	1	-1	-6	0	-11	6	0	11	1.3
26	Cc1occc1C(=O)NCc1ccc2c(c1)OCO2	0.9	2	-9	-2	0	-22	2	-17	.
27	Cc1noc(C)c1S(=O)(=O)NCCN1CCN(c2ccccc2)CC1	1	-9	-1	-4	-1	1	7	2	1.1
28	Cc1cc(Cl)c(S(=O)(=O)N2CC(C)OC(C)C2)cc1OCC(N)=O (stereo unspecified)	0.9	-11	-6	-1	2	-29	-1	1	1.1
29	O=C(Nc1cc(Cl)ccc1O)c1snnc1-c1ccccc1	1.1	-3	2	-6	9	-5	7	8	.
30	CCOc1cc2c(C)cc(=O)oc2cc1Cl	0.9	2	2	-8	-6	-6	6	21	1.4
31	CC(C)C(=O)Nc1nc(-c2ccccc2)ns1	.	-12	3	1	0	30	5	-22	2*
32	CCN(CC)S(=O)(=O)c1ccc(S(=O)(=O)Nc2cc3c(cc2C(C)=O)OCO3)cc1	1.1	-8	0	-3	-3	16	14	-5	1.2
33	CCN(CC)S(=O)(=O)c1ccc2[nH]cc(C(=O)NCCN3CCCCC3C)c(=O)c2c1 (stereo unspecified)	1.3	2	0	-6	1	-13	0	-2	1.1
34	Cc1nn(-c2ccccc2)c(C)c1/C=N\NS(=O)(=O)c1ccc(Cl)cc1	1.6	-6	-1	-1	-1	-14	-1	-22	.
35	CCN(CCNC(=O)c1ccc2nc(-c3ccccc3NC(C)=O)c(=O)[nH]c2c1)c1ccccc1	1.2	-10	2	1	0	-4	-1	-6	.
36	O=C(c1ccco1)N1CCN(C(=O)c2sccc2-c2ccccc2)CC1	.	0	-5	-8	-8	15	-4	-12	1.3
37	CCOC(=O)N1CCN(c2c(F)cc3[nH]c(=S)[nH]c3c2Br)CC1	1.2	-4	12	3	0	-17	6	-24	1
38	CCCc1cc(C(=O)N(C2CCCCC2)C2CCCCC2)no1	1.4	-16	3	-5	0	14	6	10	1
39	CC(=O)C1=C(O)C(=O)N(CCN(C)C)C1c1ccc(Cl)cc1 (stereo unspecified)	1	-7	-1	-5	0	-10	7	7	1.1
40	CCN1C(=O)c2cccc3c(S(=O)(=O)Nc4ccc(OC)cc4OC)ccc1c23	1.1	2	-1	-9	-1	0	6	6	1.3

# Taken from above:
# `O=C(Nc1cc(Cl)ccc1O)c1snnc1-c1ccccc1` in S1P2 antag has 8
# `COc1cc(OC)c(OC)cc1/C=N/NC(=O)c1cc(-c2cccn2C)n[nH]1` in HIV Rev-RRE inh has 1

# Laid out differently: entries from further up
# Sequence of screens – PLAP activator	PLK1 inh	EphB4 ephrin blk	S1P2 agonist	FAK inh	PLK1 PBD inh	HIV Rev-RRE inh	S1P2 antag	MT1-MMP txn act
24. COc1ccc(S(=O)(=O)N2CCN(CC(=O)Nc3ccc(C)c(F)c3)CC2)cc1
  1.6	-10	-3	-1	-2	-6	15	5	1.2
25. O=C(c1ccccc1)c1cccn1CC(=O)N1CCCCCC1
  1	-1	-6	0	-11	6	0	11	1.3
35. CCN(CCNC(=O)c1ccc2nc(-c3ccccc3NC(C)=O)c(=O)[nH]c2c1)c1ccccc1
  1.2	-10	2	1	0	-4	-1	-6	.

# Following part
no.	mol	PLAP activator	PLK1 inh	EphB4 ephrin blk	S1P2 agonist	FAK inh	PLK1 PBD inh	HIV Rev-RRE inh	S1P2 antag	MT1-MMP txn act
41	O=C(O)CNC(=O)c1ccccc1F	1	-3	2	-5	-7	-24	6	3	1
42	O=C(NCCCn1ccnc1)c1cn(-c2ccccc2)nc1-c1ccccc1	1.3	-8	-1	-4	-2	-12	6	6	.
43	Cc1cc(C)cc(Oc2coc3cc(OC(=O)c4cccs4)ccc3c2=O)c1	.	-12	1	-13	0	8	9	2	.
44	CN(C)CCNc1oc(-c2cccc(Cl)c2)nc1C#N	1.2	-2	2	-1	5	27	6	-2	1.3
45	CCCSc1nnc(-c2c[nH]c3ccccc23)n1CC	1.1	60*	-2	-4	7	1	11	4	1.2
46	Cc1cccc(NC(=S)N/C(=N/S(=O)(=O)c2ccccc2)c2ccccc2)c1	0.8	-15	3	-6	-1	-19	-2	-7	.
47	Cc1occc1-c1nnc(SCC(=O)N2c3ccccc3CCc3ccccc32)n1C	1.1	-4	-6	-9	0	-10	-3	12	1.1
48	CC1Cn2c(nnc2-c2cccs2)S1 (stereo unspecified)	.	-2	10	-2	4	1	10	-35	1.3
49	C=CCOC(=O)C1=C(C)NC(SCC(=O)N(CC)CC)=C(C#N)C1c1ccco1 (stereo unspecified)	1	-7	1	-5	1	4	8	-26	1.1
50	COc1cc(C2NC(=O)N(C)C3=C2C(=O)CCC3)cc(OC)c1OC (stereo unspecified)	1.1	-8	1	-1	-5	0	5	6	1
51	CCOC(=O)c1nnn(-c2nonc2N)c1CSc1ccccn1	0.8	-7	0	-2	1	28	2	-7	1.1
52	O=C(Nc1ccc(C(=O)N2CCOCC2)cc1)c1cccs1	1	-12	-2	-14	0	2	4	4	1.2
53	O=C(NCc1ccco1)C1CC(c2c(Cl)cccc2Cl)=NO1 (stereo unspecified)	1.2	-8	-1	-4	0	-16	0	-22	.
54	Cc1ccccc1N(CC(=O)NCCSCc1ccco1)S(C)(=O)=O	1.6	-2	3	-6	-3	4	2	-1	1
55	CC1=C(C(=O)Nc2ccccc2C)C2(CCCC2)C(C(N)=O)C(=O)N1 (stereo unspecified)	1.3	23	0	-3	-1	10	9	6	1.1
56	CC1CCCCC1N1CN=C(Nc2nc3ccccc3s2)NC1 (stereo unspecified)	0.9	-2	-3	-3	-11	-30	1	5	.
57	O=C(c1ccc([N+](=O)[O-])cc1)N(Cc1ccc(Cl)cc1Cl)N1C(=O)CCCC1=O	0.9	-1	5	-5	-2	-1	11	3	1.2
58	CCOc1cc(C(=O)N2CCN(C/C=C/c3ccccc3)CC2)cc(OCC)c1OCC	1.6	-8	1	-5	0	-17	0	-7	1.2
59	CCCN1CCN(CCCNC(=O)C2CCCN(c3nnc(-n4cccc4)s3)C2)CC1 (stereo unspecified)	1.4	-7	2	-4	0	0	5	13	1.1
60	CCCCn1nc(C(=O)N2CCc3ccccc32)c2ccccc2c1=O	1.2	-5	-4	-5	2	-14	4	-11	1.3

# Values in list order from the list:
# PLAP activator for nos. 51 to 57: 0.8, 1, 1.2, 1.6, 1.3, 0.9, 0.9

# The list continues.
no.	mol	PLAP activator	PLK1 inh	EphB4 ephrin blk	S1P2 agonist	FAK inh	PLK1 PBD inh	HIV Rev-RRE inh	S1P2 antag	MT1-MMP txn act
61	O=C(Cc1c[nH]c2ccccc12)OCC(=O)c1ccccc1	1.1	-6	5	-4	1	-36	5	22	1.3
62	CCOc1ccc2nc(NC(=O)Cc3cccs3)sc2c1	0.8	0	0	-8	2	19	3	-7	.
63	CCn1c(COc2ccccc2C)nnc1SCC(=O)Nc1cc(C)on1	0.8	-10	-6	-6	-4	-2	8	3	1.1
64	CCCNC(=O)CSc1nc(-c2cccs2)cc(C(F)(F)F)n1	1	0	8	-6	1	-17	9	12	1
65	CCC(=O)NCCCCNC(=O)CC	1	-11	6	-4	-5	6	7	6	1.1
